POLI inh: qHTS for Inhibitors of Polymerase Iota. DNA polymerase iota (Homo sapiens), Q9UNA4. 390,000 tested, 1% active. Potency, µM (doses to about 115 µM), inactives show top-dose activity, negative = inhibition, most hits filed as inhibitors. Pol iota fluorescent replication assay, 10 min. AID 588590, 2011; note: potency is the fitted concentration of half-maximal effect
Target sequence (Q9UNA4 whole entry, looked up): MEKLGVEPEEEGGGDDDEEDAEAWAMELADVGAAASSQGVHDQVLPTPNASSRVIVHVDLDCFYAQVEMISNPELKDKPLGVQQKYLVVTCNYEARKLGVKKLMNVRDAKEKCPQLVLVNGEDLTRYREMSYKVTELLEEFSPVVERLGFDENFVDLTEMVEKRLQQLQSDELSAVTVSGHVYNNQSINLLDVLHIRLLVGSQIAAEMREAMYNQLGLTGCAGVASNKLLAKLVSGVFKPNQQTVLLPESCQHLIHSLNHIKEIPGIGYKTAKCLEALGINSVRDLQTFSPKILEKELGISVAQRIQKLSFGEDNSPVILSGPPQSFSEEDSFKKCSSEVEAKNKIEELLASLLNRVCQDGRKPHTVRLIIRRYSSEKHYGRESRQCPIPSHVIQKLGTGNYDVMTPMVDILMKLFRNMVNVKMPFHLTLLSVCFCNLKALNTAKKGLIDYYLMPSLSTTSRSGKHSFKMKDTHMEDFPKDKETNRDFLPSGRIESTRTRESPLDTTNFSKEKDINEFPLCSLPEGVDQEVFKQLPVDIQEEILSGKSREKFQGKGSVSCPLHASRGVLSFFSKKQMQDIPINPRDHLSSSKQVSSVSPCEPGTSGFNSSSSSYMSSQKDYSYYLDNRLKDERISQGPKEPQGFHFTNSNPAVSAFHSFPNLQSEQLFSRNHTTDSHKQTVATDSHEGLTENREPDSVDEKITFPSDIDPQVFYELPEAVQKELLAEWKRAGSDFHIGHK
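Pol iota at 10 nM preincubated 15 min with compounds at room temperature; reaction started with fluorescent substrate, 50 nM final. Fluorescence read kinetically at 0 and 10 min; buffer-only wells as negative control.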
APE1 inh: qHTS Assay for Inhibitors of the Human Apurinic/apyrimidinic Endonuclease 1 (APE1). 350,000 tested, 0.35% active. Potency, µM (highest dose often 65.8 µM), for the others: at the highest dose activity change, negative = inhibition, hits mostly inhibitors. recombinant APE1, TAMRA/BHQ-2 abasic DNA cleavage fluorescence;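 note: potency is the fitted concentration of half-maximal effect; plate controls were vehicle for no effect and reference inhibitor for full effect; nearly all actives have a fitted effect of over 55% in size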
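APE1 at 0.75 nM final was preincubated with compound 15 min at room temperature, then 50 nM double-stranded THF abasic-site substrate (5'-TAMRA/3'-BHQ-2) was added. Fluorescence (ex 525/em 598 nm) was read kinetically; third-minus-first read gave activity.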
ALOX12 inh: Primary qHTS assay for inhibitors of human arachidonate 12S-lipoxygenase (ALOX12): Round 2 | Polyunsaturated fatty acid lipoxygenase ALOX12 (Homo sapiens), P18054 | purified 12hLO, xylenol orange hydroperoxide absorbance | Potency, µM (highest dose often 108 µM), inactives show top-dose activity change, negative = inhibition, hits mostly inhibitors | 580,000 tested, 1.1% active | AID 1671190, 2021; note: potency is the fitted concentration of half-maximal effect; % is set by controls: 0 for no effect and ±100 for the full control effect
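Purified human 12hLO at 150 nM in 25 mM Hepes, 0.01% Triton X-100, pH 7.0, preincubated 15 min at room temperature with compound. Reaction started with 40 uM arachidonic acid, 30 min at room temperature. Hydroperoxide measured by Fe-xylenol orange, 573/405 nm absorbance ratio.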
BLM helicase inh: qHTS Assay for Inhibitors of Bloom's syndrome helicase (BLM); Potency, µM (highest dose often 56.1 µM), for the others: at the highest dose activity change, negative = inhibition, most hits filed as inhibitors; 350,000 tested, 0.2% active; recombinant BLM DNA unwinding, fluorescence dequenching;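 note: potency is the fitted concentration of half-maximal effect; plate controls were vehicle for no effect and no enzyme for full effect; nearly all actives have a fitted effect of over 35% in size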
ERG-DNA inh: qHTS for Small Molecule Inhibitors of the ERG Ets/DNA interaction | 370,000 tested, 0.028% active | fluorescence polarization, His-ERG Ets domain / labelled DNA | Potency, µM (series often up to 76.9 µM), for inactives: at the highest dose FP activity, negative = inhibition, most hits filed as inhibitors; active = well fitted inhibition curve with a large enough effect in the polarisation, with a control signal flat; inconclusive = small, poorly fitted or top-dose-only effect, or effect the other way, or a change in a side signal; inactive = no such curve, though single readings can be large or run the other way; the % refers to the polarisation;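 note: polarization taken with two DNA probes labelled with fluorescein and Texas red; potency is the fitted concentration of half-maximal effect; % of control where 0% means no effect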
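His-tagged ERG Ets domain (1 uM in the protein solution; 300mM KCl, 50mM Tris-HCl, 1mM EDTA, 1mM DTT, pH 7.5) received compound, then a probe mix of 5 nM fluorescein-DNA and 100nM Texas-615-DNA. Fluorescence polarization was read for both dyes.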
POLB inh: qHTS Assay for Inhibitors of DNA Polymerase Beta; 340,000 tested, 1.3% active; AID 485314, 2010; P06746; Pol beta primer extension/strand displacement, fluorescence kinetic; Potency, µM (highest dose often 114 µM), for inactives: at the top dose activity change, negative = inhibition, most hits filed as inhibitors; note: potency is the fitted concentration of half-maximal effect; % is set by controls: 0 for no effect and ±100 for the full control effect
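10 nM enzyme + cpd, 15 min RT; start with substrate 50 nM final; read 0 min and after 10 min RT. Corrected, normalized data; 4-parameter Hill curve fit.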
POLK inh: qHTS for Inhibitors of Polymerase Kappa; purified Pol kappa, fluorescent DNA synthesis assay, 10 min; Potency, µM (series often up to 107 µM), for inactives: at the highest dose activity, negative = inhibition, hits mostly inhibitors; 400,000 tested, 0.53% active; AID 588579, 2011; note: potency is the fitted concentration of half-maximal effect; % is set by controls: 0 for no effect and ±100 for the full control effect
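Here, compound and 10 nM enzyme are combined for 15 min at room temperature; adding 50 nM substrate (final) starts DNA synthesis, tracked by fluorescence at 0 and 10 min against buffer-only wells.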
Anesthetic bind: qHTS Assay for Identification of Novel General Anesthetics | Ferritin light chain (Equus caballus), P02791 | apoferritin/1-aminoanthracene competitive binding, fluorescence | Potency, µM (series often up to 77.5 µM), without a hit: top-dose activity change, negative = displacement, most hits filed as inhibitors | 350,000 tested, 0.074% active | AID 485281, 2010; note: potency is the fitted concentration of half-maximal effect; % is set by controls: 0 for no effect and ±100 for the full control effect; nearly all actives have a fitted effect of over 20% in size
Target sequence (P02791 2-175 limits assumed): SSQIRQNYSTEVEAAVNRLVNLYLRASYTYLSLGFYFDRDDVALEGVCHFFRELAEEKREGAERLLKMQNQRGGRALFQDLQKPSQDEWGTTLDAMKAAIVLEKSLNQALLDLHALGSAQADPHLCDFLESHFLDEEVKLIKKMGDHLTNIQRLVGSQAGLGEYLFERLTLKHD
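10 uM apoferritin + 50% sat. 1-AMA, PBS; cpd 10 min RT; Ex380/Em535 endpoint; normalized to free probe vs complex; 4-param Hill fit; propofol titration as pos. ctrl.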
TRHR ag: qHTS for Small Molecule Agonists and Allosteric Enhancers of Human TRH Receptor: Primary Screen for Agonists; Thyrotropin-releasing hormone receptor (Homo sapiens), P34981; TRHR cells, calcium flux fluo-8, FDSS agonist mode; activation, % at 2 µM; 360,000 tested, 0.18% active; AID 493084, 2011; in the data active = activation above about 30%; note: 0% is about no effect
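In this calcium-flux screen, cells bearing human TRHR are dye-loaded with fluo-8, baselined for 10 cycles, then exposed to library compounds; positive kinetic calcium responses during the agonist phase mark hits, with TRH as control.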
An asterisk follows results filed as active; ? = inconclusive; . = not tested or not shown; & = joins results of further samples; [ ] = dose if it differs, or a comment. Unless noted, calls come from the whole dose curve; as a rule, active = well fitted curve in the direction sought with a large enough effect; inconclusive = small, poorly fitted or top-dose-only effect, or another doubt; inactive = no such curve, though single readings can be large; an effect the other way counts as inactive or inconclusive. Only part of the results is shown; the hit share may differ from the screen's.

Sample of the layout, 3 compounds:
1) CC(C)c1ccccc1OCC(=O)Nc1nnc(C2CC2)s1
2) CC(C)C[C@H](NC(=O)[C@H](CC(C)C)NC(=O)[C@@H](Cc1c[nH]c2ccccc12)NC(=O)[C@H](Cc1ccccc1)NC(=O)[C@@H](Cc1c[nH]c2ccccc12)NC(=O)[C@H](CCC(N)=O)NC(=O)[C@H](CCC(N)=O)NC(=O)[C@@H]1CCCN1C(=O)[C@H](CCCCN)NC(=O)[C@@H]1CCCN1C(=O)[C@H](N)CCCN=C(N)N)C(N)=O
3) CN=C1c2ccccc2CN1c1cccc(C(=O)OC)c1
assay / entry,1,2,3
POLI inh,2%,.,2%
APE1 inh,8%,-2%,10%
ALOX12 inh,7%,.,0%
BLM helicase inh,.,-4%,-3%
ERG-DNA inh,-6%,.,?
POLB inh,.,.,20%
POLK inh,-6%,17%[60.1 µM],-2%
Anesthetic bind,.,-2%,-12%
TRHR ag,0.3,.,-0.2

Main list, from the start:
1) CC(C)c1ccccc1OCC(=O)Nc1nnc(C2CC2)s1
2) CC(C)C[C@H](NC(=O)[C@H](CC(C)C)NC(=O)[C@@H](Cc1c[nH]c2ccccc12)NC(=O)[C@H](Cc1ccccc1)NC(=O)[C@@H](Cc1c[nH]c2ccccc12)NC(=O)[C@H](CCC(N)=O)NC(=O)[C@H](CCC(N)=O)NC(=O)[C@@H]1CCCN1C(=O)[C@H](CCCCN)NC(=O)[C@@H]1CCCN1C(=O)[C@H](N)CCCN=C(N)N)C(N)=O
3) CN=C1c2ccccc2CN1c1cccc(C(=O)OC)c1
4) CCC(CC)C(=O)NCCc1ccc(OC)cc1
5) CNS(=O)(=O)c1ccc(NC(=O)c2nc3nc(C)cc(C(F)F)n3n2)cc1
6) Cc1ccc2c(c1)C(SCC(=O)NCCc1ccccc1)CC1(CCCC1)O2 (configuration not stated)
7) NC(=S)NNC(=S)Nc1ccccc1
8) CCN(C(=O)CSc1nc2ccccc2n1CC(=O)NCc1ccc(OC)cc1)c1ccccc1
assay / entry,1,2,3,4,5,6,7,8
POLI inh,2%,.,2%,-8%,9%,2%,49%[activator],?
APE1 inh,8%,-2%,10%,-4%,6%,-1%,0%,.
ALOX12 inh,7%,.,0%,139%[activator],0%,11%[57.4 µM],?,-10%
BLM helicase inh,.,-4%,-3%,1%,-1%&-1%,-14%,3%,-1%
ERG-DNA inh,-6%,.,?,-9%,10%,-3%,3%,10%
POLB inh,.,.,20%,1%,-3%&-2%,16%,-1%,0%
POLK inh,-6%,17%[60.1 µM],-2%,-11%,8%,-10%,-9%,-5%[60.1 µM]
Anesthetic bind,.,-2%,-12%,-11%,-10%&-6%,-14%,-3%,38%[activator]
TRHR ag,0.3,.,-0.2,0.2,1.4&0.2,0.0,0.0,-1.2

9) C=CCn1c(SCC(=O)C23CC4CC(CC(C4)C2)C3)nc(O)cc1=O
10) COC(=O)c1cc2oc3ccccc3c2n1CC(=O)Nc1ccc(C)c(F)c1
11) C=CCN(c1cccc(C(F)(F)F)c1)S(=O)(=O)c1cccc(C(=O)OCC(=O)NCCC)c1
12) Cn1c(N)c(C(=O)Nc2ccccc2F)sc1=S
13) COc1ccc(S(=O)(=O)N2CCCC2C(=O)Nc2nnc(-c3cccnc3)s2)cc1 (configuration not stated)
14) COc1ccc(OC)c(C(C(=O)NC2CCCCC2)N(C(=O)c2snc(C(N)=O)c2N)c2ccccc2OC)c1 (configuration not stated)
15) N#CC1(NC(=O)COC(=O)c2ccc(-c3ccc(O)cc3)cc2)CCCCC1
16) Cc1ccc(O)c(NC(=O)c2noc3c2CCCCC3)c1
assay / entry,9,10,11,12,13,14,15,16
POLI inh,146%[activator],4%,45%[activator],15%,?,-10%,3%,155%&-2%[activator]
APE1 inh,0%,.,-3%,2%,-3%,-6%,19%,0%
ALOX12 inh,23%,3%,-1%,20%,40µM*,14%,102%[activator],3%&2%
BLM helicase inh,-3%,-5%,-4%,-4%,0%,-7%,.,-9%&-9%
ERG-DNA inh,-8%,-3%,5%,-3%,.,-8%,17%,-14%&3%
POLB inh,-25%,41%,6%[57.1 µM],92%,?,58%,.,?
POLK inh,-10%,10%,-2%,-5%,-3%,6%,-6%,-10%&-27%
Anesthetic bind,-18%,34%,-1%,35%[activator],-11%,-3%,.,?
TRHR ag,-0.1,0.7,0.0,-1.3,-0.4,-0.3,0.1,-0.1&0.9

17) COc1ccc(NC(=O)CN2CCC(NC(=O)C3CCCCC3)CC2)c([N+](=O)[O-])c1
18) CN1/C(=C/C(=O)C2CC2)C(C)(C)c2ccccc21
19) COc1cc(=O)[nH]c(SCC(=O)Nc2ccc3ccccc3c2)n1
20) CNC(=O)Nc1cc(C(F)(F)F)cc(C(F)(F)F)c1
21) O=C(O)c1cc(O)c2c(c1)C(=O)c1cc(O)cc(O)c1C2=O
22) O=C(Cn1ncc2c([nH]c3ccccc32)c1=O)NCCCN1CCN(c2ccccc2)CC1
23) O=C(c1cc(-c2cccs2)nc2ccccc12)N1CCN(S(=O)(=O)c2cccc(F)c2)CC1
24) C=CCC[C@@H](Cc1ccc(F)cc1)C(=O)OC[C@H](C)NC(=O)[C@@H](CC=C)CC(=O)N[C@@H](CO)Cc1ccccc1
assay / entry,17,18,19,20,21,22,23,24
POLI inh,?,81%[activator],-4%,75%[activator],?,17%&12%,0%,19%
APE1 inh,-2%,-2%,33%,-2%,25µM*,13%,-2%,-2%
ALOX12 inh,-4%,?,?,?,?,5%&0%,0%,-23%
BLM helicase inh,-3%,-5%,2%,-2%,-6%&-4%,2%&-3%,-8%,.
ERG-DNA inh,2%,19%,9%,-10%,14%,-24%&-1%,-2%,1%
POLB inh,-20%,1%,83%,0%,7.9µM*,5%&18%,-1%,.
POLK inh,-18%,1%,2%,0%,22µM*,7%&5%,-9%,-19%
Anesthetic bind,-9%,-13%,-2%,-3%,-8%&-5%,2%&-3%,-10%,.
TRHR ag,2.5,0.5,0.0,1.0,0.4,1.0&-0.2,1.3,.

25) O=C(NNCc1ccc(O)cc1)c1ccccc1Cl
26) COc1cc(C(CCN2CCOCC2)c2c(OC)cc(OC)c3c(-c4ccccc4)cc(=O)oc23)cc(OC)c1OC (configuration not stated)
27) C=CCOc1ccccc1/C=N/NC(=O)Cc1ccc(C)cc1
28) CCCc1nnc(SCC(=O)Nc2cccc(Cl)c2Cl)o1
29) O=C(CN(C(=O)CCC(=O)Nc1nccs1)C1CCCC1)NCc1ccc2c(c1)OCO2
30) CCOC(=O)[C@H]1[C@H]2COc3ccc(Cl)cc3[C@@H]2N2C(=O)CNC(=O)[C@@]12C
31) O=C(Nc1cc(S(=O)(=O)N2CCCC2)ccc1OCC(F)(F)F)c1ccc(F)cc1
32) COc1ccccc1NC(=O)N1CCN(C)CC1
assay / entry,25,26,27,28,29,30,31,32
POLI inh,5%,-11%,-28%,99%[activator],94%[activator],3%,8%,-12%
APE1 inh,0%,?,36%,34%[activator],-1%,17%,3%,-5%
ALOX12 inh,9%,?,25%,-11%,-2%,-28%,-19%,-16%
BLM helicase inh,-2%,2%,-5%,-9%,-2%,.,0%,-3%
ERG-DNA inh,-4%,4%,-19%,-5%,1%,-7%,9%,6%
POLB inh,3%,.,-10%,17%,1%,.,4%,2%
POLK inh,-4%,?,0%,9%,-8%,-5%,-1%,4%
Anesthetic bind,0%,-16%,4%,3%,-1%,.,1%,-4%
TRHR ag,0.7,.,-0.5,0.2,0.1,0.8,-1.9,-0.5

33) CCc1ccc(-n2c(=O)c3c4c(sc3n(CC(=O)NCCCOC)c2=O)CCCC4)cc1
34) CN(C)c1ncc2nc(CCc3ccccc3)c(=O)n(Cc3cccs3)c2n1
35) CC(=O)Nc1ccc(NC(=O)c2ccc3c(c2)N(Cc2cccc(Cl)c2)C(=O)c2ccccc2S3=O)cc1 (configuration not stated)
36) Cc1c(C(=O)NCCCN2CCCC2=O)oc2ccccc12
37) CCn1c(=O)n(CC)c2cc([N+](=O)[O-])ccc21
38) CCc1ccc(N(CC(=O)Nc2sc3c(c2C(=O)OC)CCCC3)S(C)(=O)=O)cc1
39) O=C(NCc1ccco1)C1CCCN1C(=O)Nc1ccc(Cl)cc1 (configuration not stated)
40) CCC(=O)O[C@H](CC(=O)O)C[N+](C)(C)C
assay / entry,33,34,35,36,37,38,39,40
POLI inh,-10%,.,12%,-2%,10%,15%,-5%,.
APE1 inh,.,0%,.,1%,-1%,2%,6%,-8%
ALOX12 inh,-15%,?,-1%,-23%,0%,-12%,0%,?
BLM helicase inh,-4%,-5%,-2%,-2%,0%,-9%,4%,3%
ERG-DNA inh,-3%,.,-1%,-3%,1%,-1%,-6%,.
POLB inh,0%,.,-2%,0%,-12%,-15%,-1%,.
POLK inh,-4%,-7%[60.1 µM],-7%[60.1 µM],-1%,-4%,-4%,-1%,-8%[19.4 µM]
Anesthetic bind,-16%,.,3%,-2%,-16%,1%,-1%,.
TRHR ag,-0.3,.,0.4,0.0,0.1,0.4,-1.3,.

Screens from PubChem BioAssay.
